High-throughput results: PubChem BioAssay, National Center for Advancing Translational Sciences (NCATS)
A-T KAP1 phos: potential ataxia-telangiectasia treatments restoring KAP-1 phosphorylation; […] A-T fibroblasts, KAP-1 phosphorylation AlphaLISA; neocarzinostatin DNA damage 30 min before lysis; Potency, µM (highest dose often 57.5 µM), without a hit: at the top dose activation, hits mostly activators; 320,000 compounds, 0.19% hits; AID 485349; further: potency means the concentration at half of the fitted maximal effect; % of control where 0% means no effect; nearly all actives have a fitted effect of over 45% in size
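ATM-like activity read as KAP-1 phosphorylation via AlphaLISA donor/acceptor antibody pairs after lysis and 6 hr at 25C. Cells were ATM-null patient fibroblasts ([…], hTERT), dosed 60 min, then exposed to the DSB inducer NCS for 30 min.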
KCNH2 3.1 block: inhibitors of human KCNH2 3.1 potassium channel isoform; AID 720553; 340,000 compounds, 0.95% hits; activity change, % (tested at about 1.8 µM); U2OS KCNH2 3.1, thallium flux FluxOr; hits give low values;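 active means maximum activity change below -70%; inconclusive means maximum activity change from -70% to -50%; inactive means maximum activity change above -50%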;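 further: thallium influx rate constant from kinetic fluorescence after stimulation buffer; on the % scale 0 is the no-effect control and ±100 the full control effect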
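FluxOr-based Tl+ influx in U2OS cells transduced with KCNH2 3.1 virus; rate constants normalized to DMSO controls.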
TCR act: T cell receptor activation | primary human leukocytes, anti-CD3, IL-2 HTRF, 48 h | 330,000 tested, under 10 active | Potency, µM (series often up to 9.22 µM), without a hit: top-dose activation of IL-2 secretion, actives largely listed as activators; further: % of control where 0% means no effect
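Using a-CD3 beads without co-stimulation, primary human leukocytes were exposed to compounds for 48 hr. An HTRF IL-2 kit measured the cytokine, with europium-to-d2 energy transfer producing emission at 665nm upon 320nm excitation.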
USP2a inh: blocks human ubiquitin-specific protease USP2a | O75604 | USP2 core, Ub-CHOP2 coupled fluorogenic reporter, 485/531 | AID 463254 | Potency, µM (titrated, usually from 38.3 µM), for the others: top-dose activity change, negative = inhibition, hits mostly inhibitors | 330,000 compounds, 0.01% hits;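 further: potency means the concentration at half of the fitted maximal effect; plate controls were DMSO wells for no effect and full inhibition by NEM control for full effect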
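Cell-free coupled assay: 10nM USP2 core preincubated 30min RT with compound in Tris-HCl pH 8.0/CaCl2/CHAPS buffer, then 25nM Ub-CHOP2 and 25nM reporter substrate; fluorescence (Ex 485/Em 531) read after 60min RT, normalized to NEM inhibition, concentration-response curves fitted.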
TSHR antag: blocks TSH signaling through the human TSH receptor. AID 504810. P16473. activity change, negative = inhibition, % at 11.5 µM. TSHR-expressing cells, TSH-stimulated cAMP HTRF, 2 h; hits give low values. 330,000 compounds, 0.2% hits;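 active means activity change below a set negative limit, meaning inhibition stronger than a set level, cut at about -70% in these data; inconclusive means activity change between two set negative limits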; further: on the % scale 0 is the no-effect control and ±100 the full control effect
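TSHR-expressing cells were treated with compounds, then stimulated with TSH at EC80 (4nM final) for 2 hours at 37 deg C. Cellular cAMP was measured by HTRF competition between lysate cAMP and cAMP-d2 for a cryptate-labelled anti-cAMP antibody.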
KCNH2 WT inh: blocks the wildtype human KCNH2 potassium channel. U2OS, BacMam KCNH2, thallium flux FluxOr; hits give low values. Q12809. activity change, % at 1.84 µM. 340,000 compounds, 0.37% hits. AID 720551;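 active means maximum activity change below -70%; inconclusive means maximum activity change between -70% and -50%; inactive means maximum activity change above -50%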; further: on the % scale 0 is the no-effect control and ±100 the full control effect
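U2OS cells transduced with wild-type KCNH2 virus are loaded with FluxOr dye for 45 min, and thallium flux is measured in kinetic reads before and after stimulation buffer. Rate constants are normalized to DMSO controls.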
Eya2 phos inh: inhibitors of human Eya2 phosphatase activity; O00167; recombinant Eya2, OMFP fluorescence dephosphorylation (OMFP is methylfluorescein phosphate); Potency, µM (titrated, usually from 76.9 µM), for inactives: at the top dose activity, negative = inhibition, most hits filed as inhibitors; 330,000 compounds, 0.006% hits; AID 488837; further: potency means the concentration at half of the fitted maximal effect; on the % scale 0 is the no-effect control and ±100 the full control effect
Target sequence (O00167 whole entry, looked up): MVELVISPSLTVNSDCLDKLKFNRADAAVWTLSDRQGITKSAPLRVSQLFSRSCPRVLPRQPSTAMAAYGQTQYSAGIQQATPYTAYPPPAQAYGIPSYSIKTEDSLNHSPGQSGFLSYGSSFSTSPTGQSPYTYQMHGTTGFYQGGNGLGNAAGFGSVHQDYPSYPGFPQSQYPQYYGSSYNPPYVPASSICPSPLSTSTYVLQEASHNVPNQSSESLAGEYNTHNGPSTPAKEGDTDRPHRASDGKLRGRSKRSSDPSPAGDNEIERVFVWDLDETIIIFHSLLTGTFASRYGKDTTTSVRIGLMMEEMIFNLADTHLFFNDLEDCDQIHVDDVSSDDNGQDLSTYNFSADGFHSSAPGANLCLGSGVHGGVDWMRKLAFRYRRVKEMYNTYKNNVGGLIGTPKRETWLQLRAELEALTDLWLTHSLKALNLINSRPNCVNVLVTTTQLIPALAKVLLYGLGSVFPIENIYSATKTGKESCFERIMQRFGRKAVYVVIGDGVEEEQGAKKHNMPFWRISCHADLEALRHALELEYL
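Eya2 protein (added as 0.2 uM solution) was preincubated with compound for 10 min at ambient temperature in 50 mM HEPES pH 7.5, 50 mM NaCl, 5 uM MgCl2, 0.05% BSA, 1 mM DTT. OMFP (added at 50 uM) then reacted 10 min; fluorescence read at 485/525 nm.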
ELG1 DNA repair: inhibitors of ELG1-dependent DNA repair in HEK293T cells. AID 504467. 330,000 compounds, 2.3% hits. HEK293T ELG1-luciferase reporter, luminescence, 16 h; DNA damage induced by 5-fluorouridine. Potency, µM (top dose mostly 46.1 µM), without a hit: at the highest dose activity change, negative = inhibition, usual class: inhibitors; further: potency means the concentration at half of the fitted maximal effect; on the % scale 0 is the no-effect control and ±100 the full control effect; nearly all actives have a fitted effect of over 55% in size
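DMSO vehicle served as the neutral condition. Each well held 2,000 cells given 5-fluorouridine plus compound; after 16 hr at 37 °C/5% CO2, ONE-Glo was added and luciferase measured 30 min later.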
Mito fusion yeast: inhibitors of mitochondrial division or activators of mitochondrial fusion. S. cerevisiae fusion-defective mutant growth rescue, CellTiterGlo 48 h. Potency, µM (series often up to 46.1 µM), for inactives: at the highest dose growth rescue (activation), most hits filed as activators. 320,000 compounds, 0.23% hits;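 further: potency means the concentration at half of the fitted maximal effect; % of control where 0% means no effect; nearly all actives have a fitted effect of over 45% in size; temperature-sensitive fusion mutants such as fzo1-1 at 37 °C on non-fermentable ethanol glycerol medium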
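Compounds are tested for their ability to restore growth of mitochondrial fusion-defective yeast strains at non-permissive 37C in YPEG medium over 48 hours. Viability is quantified by luciferase luminescence.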
TRPV1 ag: human TRPV1 agonism; Q8NER1; TRPV1-expressing cells, Fluo-8 calcium influx, agonist mode; activation, % at 8.33 µM; 320,000 compounds, 0.19% hits; AID 540275; in the data active means activation above about 80%; inconclusive means between about 30% and that limit; further: 0% is about no effect
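Cells expressing TRPV1 were dye-loaded with Fluo-8 and read kinetically: 10 s baseline, 3 min after compound (agonist portion), then 2 min after EC20 capsaicin (allosteric enhancer portion). Calcium-bound dye fluorescence at 480/520 nm.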
Numbers without * were called inactive; u = inconclusive; x = not tested or not shown; [ ] = dose if it differs, or a comment. Unless noted, the call rests on the fitted dose curve; in most records, active means well fitted curve in the direction sought with a large enough effect; inconclusive means small, poorly fitted or top-dose-only effect, or another doubt; inactive means no such curve, though single readings can be large; an effect the other way counts as inactive or inconclusive. A portion of the library; the hit share may differ from the screen's.

No.	molecule	A-T KAP1 phos	KCNH2 3.1 block	TCR act	USP2a inh	TSHR antag
1	Cc1cc(C)n(-c2ncnc3sc4c(c23)CC(C)CC4)n1 (centres undefined)	11%	2	-10%	-1%	16
2	O=C(CSc1nnc(-c2ccc(F)cc2)o1)NC1CCCC1	-2%	5	1%	3%	-5
3	CCC1CCc2c(sc(NC(=O)c3cnccn3)c2C(N)=O)C1 (centres undefined)	-2%	-36	-2%	0%	19
4	CC(C)Cn1cnc2c1c(=O)n(CC(O)c1ccccc1)c(=O)n2CC(C)C (centres undefined)	7%	-9	-1%	3%	-4
5	Cc1cc(=O)c2cc(NC(=O)c3ccccc3Cl)ccc2[nH]1	3%	-1	-2%	0%	-13
6	CN(CC(=O)Nc1ccc(F)c(F)c1F)C1CCCCC1	2%	-1	0%	-1%	9
7	O=C1CCN(C(=O)Nc2ccccc2Cl)N1	1%	-3	6%	2%	-5
8	CCc1ccc(CNC(=O)CCc2nnc(Cc3cccc(C(F)(F)F)c3)o2)nc1	0%	8	-3%	-1%	-1
9	Cc1cccc(S(=O)(=O)Nc2nc3ccccc3nc2NCc2ccc3c(c2)OCO3)c1	0%	-16	4%[46.1 µM]	1%	-2
10	COc1cc(CNc2nc3ccccc3[nH]2)cc(OC)c1OC	0%	8	0%[46.1 µM]	3%	-2
11	COc1ccccc1N1C(=NC(=O)C(C)Oc2ccccc2)SC2CS(=O)(=O)CC21 (centres undefined)	-2%	-17	13%	-2%	-2
12	CCCCCC(=O)Nc1ccc(N2CCN(S(C)(=O)=O)CC2)cc1	-2%	0	7%	1%	-1
13	CC(C)(C)c1ccc(OCC(O)CN2CCN(c3ccccn3)CC2)cc1 (centres undefined)	1%	-32	1%	2%	-11
14	COCCNC(=O)C1CCCN(S(=O)(=O)c2ccc3c(c2)CC(C)N3C(=O)C2CC2)C1 (centres undefined)	5%	19	1%	1%	-5
15	COc1cc(C(=O)Nc2nnc(C)s2)c([N+](=O)[O-])cc1OC	-3%	0	3%	0%	-6

No.	KCNH2 WT inh	Eya2 phos inh	ELG1 DNA repair	Mito fusion yeast	TRPV1 ag
1	18	0%	-4%	1%	5
2	1	6%	9%	-1%	0
3	-7	10%	u	5%	1
4	-25	-18%	-21%	20%	0
5	-13	-25%	u	0%	1
6	3	9%	20%	-2%	15
7	14	8%	0%	1%	1
8	0	-5%	1%	1%	5
9	-1	-5%	-3%	-1%	3
10	1	-32%	-1%	-4%	-3
11	5	-7%	0%	4%	0
12	31	10%	21%	-3%	1
13	44	-6%	6%	4%	0
14	6	4%	-11%	1%	0
15	17	7%	0%	4%	0

(next part)
No.	molecule	A-T KAP1 phos	KCNH2 3.1 block	TCR act	USP2a inh	TSHR antag
16	O=C1CCc2cc(S(=O)(=O)N3CCN(Cc4ccc5c(c4)OCO5)CC3)ccc2N1	1%	-9	x	1%	22
17	Cc1ccc(C(NC(=O)N2CCCC2)C(Cl)Cl)cc1F (centres undefined)	-11%	1	0%	4%	15
18	O=C(NCc1ccc(F)cc1)c1cc(-c2ccncc2)nc2ccccc12	-2%	2	-1%	-1%	-12
19	COc1ccc(/C=C2\SC(N3CCc4ccccc4C3)=NC2=O)cc1OC	-13%	-23	-4%[46.1 µM]	0%	-7
20	CC1(C(=O)OCC(=O)NNC(=O)COc2ccc(Cl)cc2)CC1(Cl)Cl (centres undefined)	13%	11	-3%	-2%	3
21	Cc1ccnc(NC2c3ccccc3C(=O)N2Cc2ccccc2Cl)c1 (centres undefined)	6%	0	-5%[46.1 µM]	0%	11
22	Cc1ccc(C(CC(=O)O)C2CCOC(C)(C)C2)cc1 (centres undefined)	1%	21	3%	2%	4
23	CCOC(=O)C(CC)Sc1nnc2c3cc(C)ccc3n(C)c2n1 (centres undefined)	2%	1	x	2%	11
24	Cc1nn2c3ccccc3n(Cc3ccccc3)c2nc1=O	12%	1	2%[46.1 µM]	2%	7
25	O=C(c1ccc(Br)s1)N1CCN(c2ccccn2)CC1	9%	-20	x	-2%	-6
26	Cc1ccc(-c2nn(-c3ccccc3)cc2C=C2C(=O)CC(C)(C)CC2=O)cc1	-1%	1	-1%	4%	12
27	CCN1CCN(C(=O)c2cc(S(=O)(=O)N3CC(C)CC(C)C3)ccc2Cl)CC1 (centres undefined)	11%	-3	1%	-1%	4
28	Cc1cc(C)nc(SCC(=O)Nc2ccc(S(=O)(=O)Nc3nccs3)cc2)n1	7%	1	x	1%	3
29	S=c1[nH]nc(Cn2nnc3ccccc32)n1-c1ccccc1	-5%	-3	4%	0%	5
30	COc1ccc(-c2noc(CCCC(=O)O)n2)cc1	0%	4	-3%	0%	-1

No.	KCNH2 WT inh	Eya2 phos inh	ELG1 DNA repair	Mito fusion yeast	TRPV1 ag
16	42	5%	-14%	-8%	27
17	-7	-3%	6%	8%	17
18	2	-10%	u	4%	1
19	-3	5%	-25%	29%	u
20	4	1%	1%	-1%	6
21	1	6%	5%	0%	26
22	4	11%	-4%	1%	1
23	1	-13%	u	8%	-2
24	-9	-16%	-2%	0%	0
25	10	6%	-9%	5%	u
26	0	11%	5%	-4%	u
27	-8	31%	1%	7%	-1
28	1	3%	1%	-2%	1
29	-1	-4%	5%	0%	0
30	6	3%	u	-7%	-2

A different layout for 5 compounds above.
Values run as follows: A-T KAP1 phos | KCNH2 3.1 block | TCR act | USP2a inh | TSHR antag | KCNH2 WT inh | Eya2 phos inh | ELG1 DNA repair | Mito fusion yeast | TRPV1 ag
20: CC1(C(=O)OCC(=O)NNC(=O)COc2ccc(Cl)cc2)CC1(Cl)Cl (centres undefined)
    13% | 11 | -3% | -2% | 3 | 4 | 1% | 1% | -1% | 6
21: Cc1ccnc(NC2c3ccccc3C(=O)N2Cc2ccccc2Cl)c1 (centres undefined)
    6% | 0 | -5%[46.1 µM] | 0% | 11 | 1 | 6% | 5% | 0% | 26
22: Cc1ccc(C(CC(=O)O)C2CCOC(C)(C)C2)cc1 (centres undefined)
    1% | 21 | 3% | 2% | 4 | 4 | 11% | -4% | 1% | 1
23: CCOC(=O)C(CC)Sc1nnc2c3cc(C)ccc3n(C)c2n1 (centres undefined)
    2% | 1 | x | 2% | 11 | 1 | -13% | u | 8% | -2
24: Cc1nn2c3ccccc3n(Cc3ccccc3)c2nc1=O
    12% | 1 | 2%[46.1 µM] | 2% | 7 | -9 | -16% | -2% | 0% | 0

Next section:
No.	molecule	A-T KAP1 phos	KCNH2 3.1 block	TCR act	USP2a inh	TSHR antag
31	O=C(CCC(=O)N(CC(=O)NC1CCCCC1)Cc1ccc(F)cc1)Nc1nccs1	-2%	-4	16%	0%	-18
32	COC(=O)c1ccc(OCC(=O)c2ccc(C)c(C)c2)cc1	5%	2	-9%[46.1 µM]	0%	-10
33	O=C(Nc1ccccc1F)N1CCC(NC(=O)C23CC4CC(CC(C4)C2)C3)CC1	-1%	7	-2%	0%	7
34	COc1ccccc1CNC(=O)CCNC(=O)c1ccco1	7%	5	-2%	-1%	2
35	CCc1noc(C)c1C(=O)N(CCC(C)C)c1c(N)n(Cc2ccccc2)c(=O)[nH]c1=O	-2%	-3	-1%	0%	-2
36	Cc1ccc(C)c(NC2=NCC(=O)N2c2ccc3c(c2)OCCO3)c1	-2%	-8	-1%[46.1 µM]	0%	15
37	C[C@@H](C(=O)Nc1ccc(SC(F)F)cc1)N1C(=O)C2CCCCC2C1=O (some centres undefined)	12%	-15	3%[46.1 µM]	1%	11
38	COC(=O)c1ccccc1NC(=O)CSc1nc(-c2ccco2)cc(C(F)(F)F)n1	12%	9	-2%	2%	-14
39	CN1CC(=O)N(CC(=O)N2CCC(Cc3ccccc3)CC2)C1=O	11%	-17	3%	1%	13
40	Cc1ccc(C(=O)N/C(=C\c2ccc(Cl)cc2)C(=O)NCC2CCCO2)cc1 (centres undefined)	-8%	-4	11%[46.1 µM]	1%	-10
41	O=C(CSc1nnc(NC(=O)C2CC(=O)N(c3ccc(F)cc3)C2)s1)NCc1ccco1 (centres undefined)	-2%	-9	x	-2%	-20
42	CSc1cccc(NS(=O)(=O)c2ccc(F)cc2)c1	0%	2	2%	3%	5

No.	KCNH2 WT inh	Eya2 phos inh	ELG1 DNA repair	Mito fusion yeast	TRPV1 ag
31	-2	13%	-10%	-7%	3
32	7	2%	u	14%	6
33	1	u	-1%	1%	20
34	-8	3%	18%	-4%	0
35	-10	2%	6%	1%	0
36	-2	0%	u	0%	-1
37	-7	5%	u	x	x
38	3	-5%	16%	-3%	5
39	-4	21%	1%	u	-4
40	12	-6%	2%	-4%	u
41	-7	-1%	10%	3%	3
42	-1	-7%	-10%	2%	2
